Screening data as filed in PubChem.
p53ts 32C tox – p53ts cell cytotoxicity, permissive temperature; H1299-p53A138V at 32C, ATP luminescence viability, 24 h; Potency, µM (highest dose often 46.1 µM), without a hit: at the highest dose activity change, negative = cytotoxicity, actives largely listed as cytotoxic; 130,000 compounds, 0.93% hits;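 note: 0% = DMSO and -100% = full killing by reference compound; nearly all actives have a fitted effect of over 55% in size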
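H1299-p53 A138V cells (temperature-sensitive p53) exposed 24 h to up to 46 uM compound at 32C, where p53 is wild-type in conformation. Viability read as ATP luminescence and normalised to DMSO and 100 uM tamoxifen. AC50 fitted with the Hill equation.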
IkB sig inh – suppresses IkB signaling in ABC-DLBCL reporter cells; Potency, µM (series often up to 57.1 µM), inactives show at the highest dose IkBa stabilization activation; ABC-DLBCL IkBa-CBG/CBR dual luciferase ratio, 4 h; response scale: scaled: untreated 0%, proteasome inhibitor 100%; AID 445; 110,000 compounds, 0.04% hits; active = well fitted curve in the direction sought with a large enough effect in the signal ratio, not every such curve was filed as active; inconclusive = small, poorly fitted or top-dose-only effect, or a change in a side signal; the % refers to the signal ratio;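 note: the direction sought is a rising ratio; 0% = basal untreated cells and 100% = reference inhibitor full response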
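In this assay, an IκBα–CBG68 fusion accumulates when IKK-driven degradation is blocked; native CBR normalizes for cell number. OCI-Ly3 cells were treated 4 h with compound and doxycycline, then green and red light read after Chroma-Glo addition.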
Peg3 imprint – inducers of genomic imprint erasure in mouse ES cells; 110,000 compounds, 0.02% hits; Potency, µM (titrated, usually from 60.7 µM), for inactives: at the top dose activity change, positive = activation, hits mostly activators; mouse ES Peg3-LacZ reporter, beta-gal luminescence, 40 h;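 note: 0% = negative control wells on the plate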
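Gelatin-coated wells received 300 freshly trypsinized female ES cells with a Peg3LacZ-Neo reporter on the maternal allele, then incubated 40 hours at 37C. BetaGlo was added for 5 minutes at room temperature before a single luminescence read.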
p53ts 39C kill – kills p53ts cells at the nonpermissive temperature; H1299-p53A138V viability at 39C, ATP luminescence, 24 h; Potency, µM (top dose mostly 46.1 µM), without a hit: at the highest dose activity change, negative = cell killing, hits mostly cytotoxic; 130,000 compounds, 1.5% hits; AID 902; note: nearly all actives have a fitted effect of over 55% in size
* marks the source's active call; other numbers are inactive results; ? = inconclusive; . = no result given; & = joins results of further samples; ! = repeats disagree; [ ] = remark or other dose. Unless noted, calls come from the whole dose curve; as a rule, active = well fitted curve in the direction sought with a large enough effect; inconclusive = small, poorly fitted or top-dose-only effect, or another doubt; inactive = no such curve, though single readings can be large; an effect the other way counts as inactive or inconclusive. Unless noted, % is set by controls: 0 for no effect and ±100 for the full control effect; potency is the fitted concentration of half-maximal effect.

Keys – A = p53ts 32C tox; B = IkB sig inh; C = Peg3 imprint; D = p53ts 39C kill
CN=c1scc(C)n1/N=C/c1ccc(O)cc1O
  A: 5.01µM*; B: ?; C: -81.5%[inhibitor]; D: 5.01µM*

CCCCOC(=O)C1=C(C)Nc2ncnn2C1c1cc(OC)ccc1OC (centres undefined)
  A: 1.9%; B: -1.0%; C: -15.5%; D: -8.8%

COc1ccc(CNCCC(c2ccc(C)cc2)c2ccco2)cc1 (centres undefined)
  A: -6.0%; B: ?; C: -16.3%[10.9 µM]; D: ?

Cc1ccccc1Cn1c(=O)n(CCCCC(=O)NCCc2ccccc2)c(=O)c2ccccc21
  A: 15.5%; B: -4.3%; C: -2.0%[10.9 µM]; D: 10.6%

CCOC(=O)CSc1nc(C)c2ccc(C)cc2n1
  A: 0.7%; B: .; C: .; D: -2.4%

Cc1ccc(-n2c(=O)cc(N3CCC(C)CC3)[nH]c2=O)cc1
  A: 5.3%; B: -1.3%; C: 15.4%; D: -2.6%

COc1ccc(C(=O)Nc2ccc3oc(-c4ccc(F)cc4Cl)nc3c2)cc1
  A: 1.3%; B: -0.2%; C: -12.9%[10.9 µM]; D: -5.3%

COc1ccc(-c2nc(S(=O)(=O)c3ccccc3)c(N3CCC(C)CC3)o2)cc1
  A: -5.3%; B: -1.1%; C: -10.3%[10.9 µM]; D: 13.6%

COc1ccc(Cn2c(=O)n(Cc3ccco3)c(=N)c3c4c(sc32)COC(C)(C)C4)cc1
  A: 8.8%; B: -3.9%; C: -17.4%; D: 25.0%

Clc1ccccc1CNc1nc2ccccc2c2nc(-c3ccccc3)nn12
  A: 4.1%; B: 1.7%; C: -1.5%[10.9 µM]; D: -19.1%

Cc1ccc(C(c2sc3nc(-c4ccco4)nn3c2O)N2CCC3(CC2)OCCO3)cc1 (centres undefined)
  A: -13.8%; B: -2.2%; C: -14.2%[10.9 µM]; D: 4.7%

Cc1ccc(NC(=O)CSc2nc(-c3ccco3)nc3cc(=O)[nH]n23)cc1
  A: 9.7%; B: 1.1%; C: 9.1%[10.9 µM]; D: 12.0%

CN1CCN(CCC=C2c3ccccc3Sc3ccc(S(=O)(=O)N(C)C)cc32)CC1
  A: -29.8%&2.9%; B: -9.4%; C: -31.1%&-7.9%[inhibitor]; D: 15.8µM*!

CC(CNC(=O)c1csc2c1CCCCC2)c1ccccc1 (centres undefined)
  A: -10.8%; B: -0.8%; C: 23.7%[10.9 µM]; D: ?

O=C(O)c1cccc(S(=O)(=O)Nc2ccccc2Cl)c1
  A: 1.4%; B: 0.0%; C: 11.5%; D: 16.5%

Cc1cccc(C(=O)Nc2ccc(S(=O)(=O)N3CCCCC3c3cccnc3)cc2)c1 (centres undefined)
  A: 1.2%; B: ?; C: 7.0%[10.9 µM]; D: -23.1%

Cc1ccc(CNC(=O)Cn2c(=O)n(Cc3ccc(F)cc3)c(=O)c3sc4ccccc4c32)cc1
  A: 6.5%; B: -4.5%; C: -3.0%[10.9 µM]; D: -1.5%

O=C(COc1ccc(S(=O)(=O)N2CCCC2)cc1Cl)NCc1ccc2c(c1)OCO2
  A: -18.5%; B: 2.6%; C: -16.7%; D: -13.7%

CC(C)NC(=O)Nc1cccs1
  A: 8.5%; B: .; C: .; D: -14.5%

CCOC(=O)Cn1nc(C)c(NC(=O)COc2ccc(OC)cc2)c1C
  A: -4.6%; B: -0.8%; C: 12.1%[10.9 µM]; D: 39.8%

Cc1c(C(=O)NCc2ccoc2)oc2ccc3c(c12)C(=O)CC(C)(C)O3
  A: ?; B: .; C: .; D: ?

COc1ccccc1C(=O)N1CCN(Cc2ccc3c(c2)OCO3)CC1
  A: 4.6%; B: .; C: .; D: 13.7%

CCc1ccc(C2=NN(CCC(=O)NCCc3ccc(Cl)cc3)C(=O)CC2)cc1
  A: 27.6%; B: ?; C: -18.1%[10.9 µM]; D: ?

Cc1c(O)ccc2c3c(c(=O)oc12)CCCC3
  A: 10.2%; B: -0.8%; C: -19.5%; D: 9.1%

CCn1nnnc1SCC(=O)Nc1nc2ccc(OC)cc2s1
  A: -14.7%; B: .; C: .; D: 0.5%

O=C(Nc1cccs1)Nc1ccc(F)cc1F
  A: 3.5%; B: -0.7%; C: -6.1%[10.9 µM]; D: 33.8%[activator]

CN1CCN(c2ccncc2S(=O)(=O)N2CCN(C)CC2)CC1
  A: 3.1%[9.22 µM]; B: 0.6%[11.4 µM]; C: -8.5%[10.9 µM]; D: 7.5%[9.22 µM]

O=C(NCC(c1ccco1)S(=O)(=O)c1cccs1)c1ccccc1F (centres undefined)
  A: -1.3%; B: 4.4%; C: -6.8%[10.9 µM]; D: -6.9%

CCn1cc(Br)c(C(=O)NC(C)c2ccccc2)n1 (centres undefined)
  A: -3.2%; B: -0.9%; C: -10.8%; D: 7.4%

COc1ccccc1CNC(=O)c1cnc2sc(N3CCOCC3)nn2c1=O
  A: -2.2%; B: 0.3%; C: -10.2%[10.9 µM]; D: 18.9%

CN1CCc2c(sc3c2c(=O)n(-c2ccccc2)c2nncn32)C1
  A: -2.4%; B: 1.6%; C: 4.4%; D: 4.7%

COc1nc(Nc2cccc(C)c2)nc(N2CCCCC2)n1
  A: -11.3%; B: 7.2%; C: .; D: -7.3%

Cc1cc(C)nc(NC2=NCC(=O)N2c2cc(Cl)cc(Cl)c2)n1
  A: 63.6%[activator]; B: -4.7%; C: ?; D: 7.5%

CCCC(=O)Nc1cc(-c2nn(C)c(=O)c3ccccc23)ccc1N1CCCCC1
  A: 5.2%; B: -0.4%; C: -5.0%; D: 0.9%

c1ccc(CC2CCN(c3nc4ccccc4n4nnnc34)CC2)cc1
  A: -19.0%; B: ?; C: ?; D: -4.0%

CCC(C)NC(=O)C(=O)Nc1c2c(nn1-c1ccccc1)CS(=O)(=O)C2 (centres undefined)
  A: -3.7%; B: -1.5%; C: -2.6%[10.9 µM]; D: -7.0%

CCCNC(=O)c1ccccc1NS(=O)(=O)c1ccc2c(c1)OCCO2
  A: -1.1%; B: 2.6%; C: -5.0%; D: 1.1%

COC(=O)c1ccc(C23CC4(C2)[C@H](CN(CC2CCCCC2)[C@@H]4c2ccccc2)C3c2ccccc2)cc1 (some centres undefined)
  A: -0.9%; B: .; C: -11.1%; D: -5.7%

CCN(Cc1cc2ccccc2[nH]c1=O)C(=O)c1cccnc1
  A: -0.5%; B: -3.7%; C: -10.3%; D: 5.7%

Cc1ccc2c(c1)N(C(=O)Nc1ccc(Br)cc1F)CCO2
  A: -1.9%; B: -0.1%; C: -10.9%[10.9 µM]; D: 10.3%

COCCn1c(=O)c(-c2ccccc2)nc2cnc(Nc3ccccc3)nc21
  A: 0.3%; B: -4.6%[11.4 µM]; C: .; D: -6.0%

O=C(Nc1ccc(F)cc1F)C1CCN(c2ncccn2)CC1
  A: 2.7%; B: 0.6%; C: -10.1%[10.9 µM]; D: -17.6%

Cn1c(SCc2ccc(Br)cc2)nc2c([nH]c3ccccc32)c1=O
  A: -3.7%; B: 0.5%; C: 4.2%[10.9 µM]; D: -26.5%

COc1ccc(NC(=O)Cn2c(SCc3cc(C)ccc3C)nc3ccncc32)c(OC)c1OC
  A: 3.2%; B: ?; C: -0.8%[10.9 µM]; D: -19.5%

Cc1ccc(OCC(=O)Nc2ccccc2C(=O)OCc2cc(=O)n3c(C)csc3n2)cc1
  A: 6.4%; B: ?; C: -22.7%[10.9 µM]; D: -28.5%

Cc1cnn(-c2cc(Oc3ccccc3)ncn2)c1
  A: -4.9%; B: -1.9%; C: -6.7%; D: 5.1%

COc1ccc(C2(NC(C)=O)CCN(C(=O)c3cccs3)CC2)cc1
  A: -6.6%; B: .; C: .; D: 4.8%

O=C(c1ccco1)N1CCN(CC(=O)N(C2CCCCC2)C2CCS(=O)(=O)C2)CC1 (centres undefined)
  A: -8.1%; B: 0.1%; C: -5.7%; D: -6.2%

O=C(CSc1nnc(NC(=O)NC2CCCCC2)s1)Nc1ccccc1F
  A: 10µM*; B: -3.4%; C: 7.2%[10.9 µM]; D: 10µM*

CN(C)CCCN1C(=O)CSC1c1ccccc1 (centres undefined)
  A: -14.9%; B: -0.9%; C: 11.8%; D: -4.3%

Quoted at random: 4 entries already listed, in no set order.
Keys – A = p53ts 32C tox; B = IkB sig inh; C = Peg3 imprint; D = p53ts 39C kill
O=C(NCC(c1ccco1)S(=O)(=O)c1cccs1)c1ccccc1F (centres undefined)
  A: -1.3%; B: 4.4%; C: -6.8%[10.9 µM]; D: -6.9%

COc1ccccc1CNC(=O)c1cnc2sc(N3CCOCC3)nn2c1=O
  A: -2.2%; B: 0.3%; C: -10.2%[10.9 µM]; D: 18.9%

O=C(Nc1ccc(F)cc1F)C1CCN(c2ncccn2)CC1
  A: 2.7%; B: 0.6%; C: -10.1%[10.9 µM]; D: -17.6%

CN1CCc2c(sc3c2c(=O)n(-c2ccccc2)c2nncn32)C1
  A: -2.4%; B: 1.6%; C: 4.4%; D: 4.7%

Continued.
Keys – A = p53ts 32C tox; B = IkB sig inh; C = Peg3 imprint; D = p53ts 39C kill
COCCCn1c(SCC(=O)Nc2ccc(OC)cc2)nc2c(sc3ccccc32)c1=O
  A: -0.3%; B: -1.0%; C: -9.3%[10.9 µM]; D: -7.4%

COC(=O)C1(Cc2ccccc2)C=C2C(=C(C)C(=O)C2C)CN1 (centres undefined)
  A: 9.0%; B: .; C: -8.0%; D: 2.0%

CCOC(=O)Cc1nnc(NC(=O)c2ccco2)s1
  A: -2.0%; B: -2.9%; C: -4.4%; D: -6.8%

Cc1ccc(-c2nc(SCC(=O)NCC3CCCO3)c(-c3ccc(C)cc3)[nH]2)cc1 (centres undefined)
  A: 6.2%; B: ?; C: -3.4%[10.9 µM]; D: -3.4%

COCC(=O)N1CCC2(CC1)CCN(C(=O)Nc1ccc(OC)cc1)CC2
  A: -5.1%; B: 0.6%[11.4 µM]; C: .; D: 3.2%

CCOC(=O)C1=C(C)OC(N)=C(C#N)C1c1ccc(OC)c(C)c1OC (centres undefined)
  A: -2.1%; B: 1.1%; C: 1.9%; D: 1.7%

COc1ccccc1Nc1nn2c(=O)c3ccc(C(=O)Nc4ccc(F)cc4)cc3nc2s1
  A: -0.2%; B: ?; C: 10.3%[10.9 µM]; D: 30.6%[activator]

COc1ccc(-c2cc(C(F)(F)F)nc(SCC(=O)Nc3ccc(O)cc3)n2)cc1OC
  A: 0.6%; B: -5.7%; C: -4.9%[10.9 µM]; D: 4.2%

COc1cccc(CSc2nc3n(n2)C(c2cccs2)C(C(=O)Nc2ccccc2C)=C(C)N3)c1 (centres undefined)
  A: -2.8%; B: -1.8%; C: -5.5%[10.9 µM]; D: -11.9%

CCOC(=O)C(CC)n1cnc2c(nnn2-c2ccc(OC)cc2)c1=O (centres undefined)
  A: -0.7%; B: 1.5%; C: -13.2%; D: 9.3%

O=C(NC1CCCCC1)C(c1cccs1)N(Cc1cccs1)C(=O)c1cccs1 (centres undefined)
  A: 6.6%; B: .; C: .; D: 16.5%

O=C(c1ccc2ccccc2c1)N1CCN(c2ccc(O)cc2)CC1
  A: 2.9%; B: 1.1%; C: -8.5%; D: -8.8%

COc1cc(Br)c(S(=O)(=O)Nc2c(C)n(C)n(-c3ccccc3)c2=O)cc1OC
  A: 4.9%; B: -2.5%; C: -5.2%; D: 7.2%

Fc1ccc(-c2cc(-c3nc(-c4ccccc4)no3)[nH]n2)cc1
  A: -3.0%; B: ?; C: 12.7%[10.9 µM]; D: 3.3%

COC(=O)c1ccc(NC(=O)Cn2c(=O)nc(-c3ccccc3)c3ccccc32)cc1
  A: 11.5%; B: 0.4%; C: 5.5%[10.9 µM]; D: 20.3%

Cc1ccc(C(=O)n2nc(C)c(S(=O)(=O)N3CCCCCC3)c2C)cc1C
  A: -6.2%; B: ?; C: -10.5%[10.9 µM]; D: 6.1%

O=C(O)CSc1ncccc1[N+](=O)[O-]
  A: -4.3%[9.22 µM]; B: 0.1%[11.4 µM]; C: -2.0%[10.9 µM]; D: 1.9%[9.22 µM]

CCOC(=O)C1Cn2c(nc3c(c2=O)C(C)(C)Cc2ccccc2-3)S1 (centres undefined)
  A: -1.2%; B: 3.6%; C: -11.8%; D: -9.0%

Rows were taken by chance; 1.8% or so of the library scored in one or more.
